KRASV12 cytotoxicity: viability loss of HPDE-C7K cells – cell-based, fluorescence, HTS, primary screen (AID 431). HPDE-C7K KRASV12 cells, Alamar Blue viability, 48 h; higher % means a stronger effect. cytotoxicity, % at 10 µM; hits with a dose series show EC50 in µM. 63,000 tested, 1.7% active;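 active = compounds whose percent cytotoxicity in the single-dose primary screen, scaled between solvent and toxic-drug controls, exceeds 50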;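 note: 0% = DMSO solvent wells and 100% = doxorubicin-treated wells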
Spn PMK inh: inhibitors of Streptococcus pneumoniae phosphomevalonate kinase. purified PMK, PK/LDH-coupled NADH absorbance 340 nm. inhibition, % at 10 µM. 65,000 tested, 0.49% active. AID 539;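 active = top-ranked compounds by inhibition in the single 10 µM screen, taking a fixed number of the strongest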;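 note: 0% = full reaction with DMSO carrier and 100% = background rate without enzyme reaction; no value below 0 was filed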
HPDE-C7 viability: HPDE-C7 pancreatic duct cell viability loss – fluorescence, HTS (AID 430). one-dose cytotoxicity, % at 10 µM; EC50 in µM for titrated hits. 63,000 tested, 1.8% active. HPDE-C7 pancreatic duct cells viability, fluorescence; higher % means a stronger effect;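 note: cells exposed to compound for 48 hours before viability readout; 0% = vehicle and 100% = reference cytotoxic drug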
MK inhibit: inhibitors of Streptococcus pneumoniae mevalonate kinase | 65,000 tested, 0.48% active | AID 555 | inhibition, % at 10 µM | purified MK, PK/LDH-coupled NADH absorbance 340 nm;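 active = ranked among the strongest by inhibition in the single 10 µM screen, a fixed top-ranked set picked for dose follow-up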; note: no value below 0 was filed
HT1080 viability: cytotoxicity in HT1080 fibrosarcoma cells, cell-based, fluorescence readout (AID 620) | HT1080 viability, fluorescence; higher % means a stronger effect | one-dose cytotoxicity, % at 10 µM; EC50 in µM for titrated hits | 87,000 tested, 0.42% active;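 note: cells exposed to compound overnight then 4 h with Alamar Blue; 0% = vehicle DMSO and 100% = killing control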
LYP phosphatase: inhibition of human PTPN22 tyrosine phosphatase – biochemical, DiFMUP fluorescence, recombinant catalytic domain, 10 µM, primary screen (AID 606) | recombinant LYP catalytic domain, DiFMUP fluorescence; higher % means a stronger effect | inhibition, % at 10 µM, or IC50 in µM where a hit was titrated | 52,000 tested, under 10 active;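 active = IC50 under 40 µM in the dose-response test; inactive = IC50 of 40 µM or more, or never dose-tested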
DPM-DC inhibit: S. pneumoniae DPM-DC inhibition; purified DPM-DC, PK/LDH coupled NADH fluorescence; calls only at 10 µM; 65,000 tested, 0.49% active;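 active = the 320 compounds with the highest percent inhibition in the single-dose primary screen, excluding strongly autofluorescent ones, cut at about 32% in these data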;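 note: kinetic rate of NADH fluorescence loss reporting ADP formed by the decarboxylase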
TNAP inhibition: inhibition of tissue-nonspecific alkaline phosphatase – biochemical, luminescent (AID 518); inhibition, % at 20 µM; hits with a dose series show IC50 in µM; purified TNAP enzyme, luminescent substrate readout; higher % means a stronger effect; 64,000 tested, 0.09% active; in the data active = a potency from the dose series; inactive = the rest, 99 in 100 with inhibition below about 22%;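 note: plate controls were vehicle for no effect and reference inhibitor for full effect; many of its hits are not listed in these tables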
Bfl-1 displacement: displacement of Bid BH3 peptide from Bfl-1 – biochemical, fluorescence polarization, FITC-Bid, mouse, primary screen (AID 432) | 64,000 tested, 0.02% active | one-dose displacement, % at 20 µM; IC50 in µM for titrated hits | FITC-Bid BH3 peptide fluorescence polarization displacement; higher % means a stronger effect; in the data active = a potency from the dose series; inactive = the rest, 99 in 100 with displacement below about 15%; note: strong numbers were not always called active
Spn PMK inh pilot replicates: also measured in Spn PMK inh; calls as there; inhibition, %; measured here: pilot screen replicates
MK inhibit pilot replicates: second read-out of MK inhibit, no call of its own (marks repeat the call); inhibition, %; measured here: pilot screen replicates
DPM-DC inhibit pilot screen %: recorded beside DPM-DC inhibit, whose call it bears; inhibition, %; measured here: pilot screen trials
Numbers without * were called inactive; i = inactive; · = not tested or not shown. Cut-off read from the data, not from the text of the source, unless noted: active = cytotoxicity above about 50%; inactive = the rest.

SMILES	KRASV12 cytotoxicity	Spn PMK inh	HPDE-C7 viability	MK inhibit	HT1080 viability	LYP phosphatase	DPM-DC inhibit	TNAP inhibition	Bfl-1 displacement	others
O=C(c1ccco1)N1CCN(C(=O)c2cc(-c3ccccn3)nc3ccccc23)CC1	-13.2%	8.0	-2.6%	2.0	-7.4%	8.4%	i	6.1%	-1.5%
CCCS(=O)(=O)N1CCN(c2ccccn2)CC1	2.2%	1.0	-4.2%	8.0	·	-1.0%	i	2.5%	-5.1%
CCC(=O)Nc1ccc(NC(=O)c2c(C)nc3ccccn23)cc1	-2.5%	13.0	-2.6%	0.0	-3.3%	·	i	-2.6%	-0.7%
CCn1c(=O)c(C(=O)NCc2cccnc2)c(O)c2ccccc21	-6.1%	7.0	-16.0%	5.0	-0.6%	3.7%	i	8.1%	0.7%
Cc1cc(=O)[nH]c(SCc2nc3ccccc3n2Cc2ccccc2)n1	4.5%	3.0	-2.3%	3.0	·	·	i	8.2%	1.0%
O=C(CCC1COc2ccccc2O1)Nc1ccc(Cl)cn1 (stereo not drawn)	-12.9%	1.0	-16.1%	4.0	-4.5%	2.7%	i	13.1%	-3.2%
Cc1cc(C)nc(NS(=O)(=O)c2ccc(-n3cccc3)cc2)n1	-6.0%	5.0	-9.6%	9.0	-12.3%	12.9%	i	8.6%	-0.8%
CCOC(=O)c1ccc(CSc2n[nH]c(C)n2)o1	·	0.0	·	4.0	9.1%	·	i	15.2%	-20.5%
CCCCOC(=O)C1[C@H]2C(=O)N(CCc3ccccc3)C[C@]23C=C[C@H]1O3 (stereo partly drawn)	·	11.0	·	6.0	-3.6%	·	i	4.9%	0.9%
c1ccc(-c2csc(Nc3nc(N4CCOCC4)nc(N4CCOCC4)n3)n2)cc1	5.6%	1.0	8.2%	5.0	·	-4.8%	i	13.7%	-4.1%

Ordered by SMILES length (lowest first): 4 of the compounds above
SMILES	KRASV12 cytotoxicity	Spn PMK inh	HPDE-C7 viability	MK inhibit	HT1080 viability	LYP phosphatase	DPM-DC inhibit	TNAP inhibition	Bfl-1 displacement	others
CCCS(=O)(=O)N1CCN(c2ccccn2)CC1	2.2%	1.0	-4.2%	8.0	·	-1.0%	i	2.5%	-5.1%
CCOC(=O)c1ccc(CSc2n[nH]c(C)n2)o1	·	0.0	·	4.0	9.1%	·	i	15.2%	-20.5%
CCC(=O)Nc1ccc(NC(=O)c2c(C)nc3ccccn23)cc1	-2.5%	13.0	-2.6%	0.0	-3.3%	·	i	-2.6%	-0.7%
c1ccc(-c2csc(Nc3nc(N4CCOCC4)nc(N4CCOCC4)n3)n2)cc1	5.6%	1.0	8.2%	5.0	·	-4.8%	i	13.7%	-4.1%

Further compounds follow:
SMILES	KRASV12 cytotoxicity	Spn PMK inh	HPDE-C7 viability	MK inhibit	HT1080 viability	LYP phosphatase	DPM-DC inhibit	TNAP inhibition	Bfl-1 displacement	others
COc1ccc(N2C(=O)CCC(C(=O)O)C2c2ccc(F)cc2)cc1 (stereo not drawn)	-9.0%	2.0	-16.0%	0.0	-1.8%	-1.5%	i	10.0%	-4.7%
CC(=O)N1CCc2cc(S(=O)(=O)NC(CC(C)C)C(=O)N3CCc4ccccc4C3)ccc21 (stereo not drawn)	-7.3%	0.0	-1.0%	0.0	10.7%	-14.3%	i	5.4%	2.4%
O=C(C1CCC(CNc2c(N3CCOCC3)c(=O)c2=O)CC1)N1CCN(c2ccccc2)CC1 (stereo not drawn)	-12.6%	11.0	-17.0%	9.0	3.3%	-5.9%	i	-4.5%	-3.9%
CCOc1cc(-c2nc(-c3ccc(OC)cc3)no2)cc(OCC)c1OCC	-3.0%	10.0	7.2%	8.0	12.3%	-5.8%	i	3.6%	-3.4%
CCOC(=O)Cc1csc(SCn2nnc3ccccc3c2=O)n1	·	5.0	·	15.0	-2.5%	-4.3%	i	5.0%	-2.7%
CC1CN(C2CC(C)(C)NC(C)(C)C2)CCC1=O (stereo not drawn)	-10.5%	25.0	-3.5%	15.0	2.4%	8.8%	i	2.7%	0.1%
CCCCN(C)Cc1c(C)[nH]c2c(Cl)cccc2c1=O	-0.9%	6.0	-6.7%	3.0	0.4%	-1.3%	i	4.4%	-1.6%	Spn PMK inh pilot replicates=0.0;MK inhibit pilot replicates=0.0;DPM-DC inhibit pilot screen %=0.0
CNc1oc(Cc2cccc3ccccc23)nc1C#N	14.7%	8.0	3.8%	3.0	2.1%	·	i	7.0%	1.4%
CN1CCN(c2nc(-c3ccccc3)nc3c2oc2ccccc23)CC1	24.2%	15.0	-10.0%	10.0	26.0%	·	i	13.9%	-5.6%
CCOC(=O)c1nnn(-c2nonc2N)c1COc1ccccc1	-16.7%	3.0	-14.3%	7.0	2.2%	0.6%	i	5.3%	0.3%
Cc1ccc(N2C(=O)CSC2c2cccnc2)cc1F (stereo not drawn)	-5.8%	14.0	2.7%	0.0	·	·	i	9.7%	-4.0%
O=C(Nc1nc(-c2ccccn2)cs1)c1ccc(S(=O)(=O)N2CCCCC2)cc1	5.3%	12.0	17.6%	0.0	7.6%	·	i	7.4%	-5.6%
O=C(CN1CCCCC1)Nc1nnc(-c2ccccc2)s1	3.3%	1.0	0.0%	3.0	35.2%	5.9%	i	7.1%	-8.5%
COc1ccccc1N1C(=O)C2C3C=CC(C3)C2(C)C1=O (stereo not drawn)	-3.4%	0.0	-7.3%	29.0	-2.4%	-3.9%	i	8.2%	0.2%
O=C(/C=C\Nc1cccc(F)c1)c1ccc2c(c1)OCO2	4.8%	0.0	-0.9%	0.0	9.7%	3.9%	i	-0.7%	-0.9%
Cc1onc(-c2c(F)cccc2Cl)c1C(=O)N1CCc2ccccc2C1	-4.4%	19.0	-1.3%	1.0	1.9%	-1.9%	i	11.0%	-7.4%
CCCn1cc(NC(=O)c2cc3n(n2)C(C(F)(F)F)CC(c2ccccc2)N3)cn1 (stereo not drawn)	-5.0%	0.0	-1.8%	6.0	9.8%	-8.8%	i	5.7%	-0.9%
COc1ccc(O)c(/C=c2/sc3nc4cc(C)c(C)cc4n3c2=O)c1	18.7%	17.0	15.0%	15.0	2.8%	8.2%	i	3.7%	-2.4%
O=C(Cc1ccccc1)Nc1nnc(-c2cccs2)s1	-0.8%	0.0	2.8%	4.0	5.7%	-0.4%	i	12.3%	0.8%	Spn PMK inh pilot replicates=4.5;MK inhibit pilot replicates=1.5;DPM-DC inhibit pilot screen %=16.5
COC(=O)C(C)Sc1nc2c(cnn2-c2ccccc2)c(=O)[nH]1 (stereo not drawn)	-4.0%	0.0	-4.4%	17.0	-6.1%	0.8%	i	15.4%	-9.0%
COc1ccc(N(CC(=O)Nc2ccc3c(c2)OCCO3)S(=O)(=O)c2c(C)nn(C)c2C)cc1	-2.1%	9.0	-6.5%	8.0	-4.3%	5.3%	i	4.0%	-1.8%
Nc1cc(N)nc(SCc2ccccc2)n1	-10.3%	0.0	-1.1%	1.0	12.5%	8.7%	i	11.0%	2.1%	Spn PMK inh pilot replicates=0.0;MK inhibit pilot replicates=3.0;DPM-DC inhibit pilot screen %=0.0
COc1ccccc1NC(=O)Nn1cnnc1	-19.9%	0.0	-17.6%	7.0	1.7%	·	i	5.2%	-10.1%
O=C(Nc1cc(N2CCOCC2)ncn1)c1ccccc1	1.4%	15.0	1.8%	4.0	16.8%	0.2%	i	9.4%	-3.5%
COc1ccc(C2(C(F)(F)F)NC(=O)N(C)C(=O)N2C)cc1 (stereo not drawn)	·	12.0	·	0.0	0.1%	0.7%	i	12.7%	-9.8%
CCOc1ccc(NC(=O)c2ccccc2O)cc1	-4.5%	13.0	-12.2%	0.0	-5.5%	2.0%	i	0.3%	6.7%	Spn PMK inh pilot replicates=0.0;MK inhibit pilot replicates=0.0;DPM-DC inhibit pilot screen %=2.5
O=c1c(O)c(-c2ccc(O)cc2O)oc2cc(O)cc(O)c12	-0.6%	4.0	-6.3%	6.0	-0.9%	10.5%	i	17.3%	-14.0%	Spn PMK inh pilot replicates=2.5;MK inhibit pilot replicates=0.0;DPM-DC inhibit pilot screen %=1.5
O=C(Cn1cnc2ccccc21)NCc1ccccc1	-13.5%	4.0	2.0%	10.0	-3.0%	3.2%	i	6.4%	-1.3%
CC(=O)Nc1ccc(S(=O)(=O)c2ccc(N)cc2)cc1N	-5.2%	6.0	-7.2%	1.0	-0.5%	13.4%	i	-0.8%	-3.4%
COCCOC(=O)C1=C(C)Nc2nc(C)nn2C1c1ccc(F)cc1 (stereo not drawn)	-9.8%	0.0	-3.6%	0.0	-5.5%	4.8%	i	2.3%	0.2%
c1ccc(CNc2nc3ccccc3[nH]2)cc1	-13.8%	7.0	-11.8%	12.0	4.5%	·	i	2.8%	1.6%
O=C(C1CCN(S(=O)(=O)c2cccc3nsnc23)CC1)N1CCn2c1nc1ccccc12	2.1%	11.0	-0.3%	7.0	1.8%	·	i	5.7%	-4.9%
Nc1ccc(Nc2ccccc2)c(Cl)c1	12.4%	13.0	3.5%	8.0	8.3%	·	i	5.5%	-2.5%
O=C(CSc1nnc(C2COc3ccccc3O2)o1)N1CCCc2ccccc21 (stereo not drawn)	3.8%	8.0	-5.7%	0.0	0.0%	6.5%	i	14.3%	-0.5%	Spn PMK inh pilot replicates=5.5;MK inhibit pilot replicates=0.0;DPM-DC inhibit pilot screen %=3.5
COc1cccc2cc(C(=O)N3CCN(c4ccc(C)cc4C)CC3)c(=O)oc12	42.7%	2.0	37.7%	3.0	16.4%	2.3%	i	8.9%	-3.6%	Spn PMK inh pilot replicates=0.0;MK inhibit pilot replicates=3.0;DPM-DC inhibit pilot screen %=3.5
Cn1c(=O)c2c(nc(SCCN3CCOCC3)n2Cc2cccc3ccccc23)n(C)c1=O	-18.4%	0.0	-19.6%	11.0	9.8%	·	i	1.2%	-3.5%
COc1ccc(OCCCC(=O)Nc2ccc3c(c2)OCO3)cc1	-1.1%	6.0	-3.8%	8.0	3.2%	·	i	12.4%	-5.5%
CN1CCN(/C(=N\S(=O)(=O)c2ccc(F)cc2)c2ccccc2)CC1	-6.4%	6.0	-4.5%	4.0	0.3%	13.1%	i	4.3%	-4.2%
c1coc(-c2nc3nc4ccccc4n3nc2-c2ccco2)c1	67.4%*	21.0	77.5%*	9.0	·	7.9%	i	11.1%	2.5%
Cc1cc2c(cc1C)N(CC(=O)N1CCCC1)C(=O)CC(c1ccccc1)=N2	-2.4%	9.0	-13.5%	6.0	-4.4%	11.4%	i	7.5%	-5.4%
O=C(CN1CCC(O)(c2ccc(F)cc2)CC1)NCc1ccc(F)cc1	10.5%	9.0	8.1%	1.0	-17.5%	10.1%	i	9.1%	0.1%
O=C(CCCC(=O)OCC(F)(F)C(F)F)Nc1nccs1	-16.0%	19.0	-15.2%	8.0	0.6%	3.8%	i	2.0%	1.7%
O=C(C1CCCN(S(=O)(=O)c2cnc[nH]2)C1)N(CCc1ccccc1)Cc1ccccc1 (stereo not drawn)	6.8%	0.0	0.1%	1.0	9.7%	8.3%	i	6.7%	2.4%
COc1ccc(-c2c(C#N)c(N)nc3c2CCCC3)cc1OC	-17.9%	3.0	-18.5%	10.0	-8.1%	10.7%	i	12.6%	3.3%

Source: PubChem BioAssay (several laboratories)

Compounds were not picked by outcome. About 3.6% of those tested had a hit in this group.
